Source: PubChem BioAssay
SUMO HTRF inh = blocks human SUMOylation mediated by UBC9; P63279; HTRF SUMOylation assay, SAE1/SAE2 + UBC9, in vitro; inhibition, % at 35 µM; hit rate 0.36% among 290,000; AID 2006; in the data active = inhibition above about 50%, passing the limit was not always enough; also: strong numbers were not always called active
MEKK2 WT-MEK5 = raises or lowers MEK5 binding to wildtype human MEKK2 PB1 domain; Q9Y2U5; bead flow cytometry, Alexa488-MEK5 binding to MEKK2 WT; actives lie on both sides; binding response (% of control), % at 10 µM; hit rate 1.1% among 290,000; AID 1531; in the data active = binding response below about 67% or above about 130%
NS3 helicase inh = inhibitors of Hepatitis C virus NS3 helicase. NS3 helicase DNA unwinding, Cy5 molecular beacon fluorescence. inhibition, % at 10.9 µM. hit rate 0.56% among 290,000. AID 1800;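 active = inhibition above the mean of all tested compounds plus 3 SD, set per campaign, cut at about 35% in these data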;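 also: 0% = DMSO wells and 100% = thioflavine S control wells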
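assay system = NS3 helicase fragment of HCV | buffer or medium = MOPS pH 6.5, MgCl2, DTT, Tween20, BSA | timing = 60 min unwinding reaction at 25 °C after ATP addition | signal = Cy5 beacon fluorescence read at start and 1 h | read-out basis = % inhibition of unwinding | control set = low DMSO, high thioflavine S at 110 µM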
DNA FID counter = displaces DNA intercalator in HCV helicase counter-screen. DNA fluorescent intercalator displacement, fluorescence. inhibition, % at 7.9 µM. hit rate 0.17% among 290,000; in the data active = inhibition above about 37%;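 also: 0% = vehicle and 100% = reference compound; higher means more ethidium bromide displaced from hairpin DNA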
GalR3 antag = human GalR3 antagonism. HEK293 GalR3-CNG cAMP membrane potential fluorescence; galR3 body fused to GalR1 C-terminus. hit rate 0.44% among 360,000. O60755. inhibition, % at 3 µM;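 active = inhibition above the screen-wide average plus 3 SD, cut at about 13% in these data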;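 also: forskolin and galanin both at EC90 stimulate the cells; cAMP rise reported by CNG channel membrane potential dye signal; 0% = forskolin plus galanin with DMSO and 100% = forskolin alone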
CRFBP-R2 agonist = CRF-BP/CRF-R2 complex agonism. HEK293 CRF-R2/CRF-BP, calcium dye fluorescence (FLIPR); percent of saturating CRF peptide response. activation, % at 13.2 µM. hit rate 0.46% among 350,000. AID 588473;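 active = activation of at least 50%, plus an integration ratio under a set limit after plate pattern correction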;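 also: plate controls were neutral control wells without compound for no effect and CRF at EC100 for full effect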
CRFBP-R2 block = antagonists of CRF-binding protein/CRF-R2 receptor complex; HEK293 CRF-R2/CRF-BP, CRF-induced calcium fluorescence; inhibition, % at 11.8 µM; hit rate 0.59% among 350,000; AID 588475;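 active = inhibition of the ligand-induced calcium signal above about 50% at the single tested concentration, limit read from the data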
MEKK2 mut-MEK5 = signal of MEK5 binding to mutant human MEKK2 PB1 domain. percent response, % at 10 µM. AID 1530. hit rate 0.35% among 290,000. bead flow cytometry, Alexa488-MEK5 binding to MEKK2 mutant; in the data active = percent response above about 24%, passing the limit was not always enough; also: inactives centre near 1; some results filed as inactive read as strong as hits
MEKK3 PB1 HTS = modulators (inhibitors or enhancers) of MEK5 binding to human MEKK3 PB1 domain; Q99759; bead-based flow cytometry, Alexa488-MEK5 binding to MEKK3; actives lie on both sides; 0 = blocked by unlabeled MEK5, 100 = vehicle; binding response (% of control), % at 10 µM; hit rate 1.4% among 290,000; AID 1529;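 active = binding response more than 3 SD above or below the average of its plate-row segment, actives on both sides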;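 also: Alexa488 bead fluorescence after subtracting the streptavidin-only scavenger bead signal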
Target sequence (Q99759 whole entry, looked up, the tested form may be a part): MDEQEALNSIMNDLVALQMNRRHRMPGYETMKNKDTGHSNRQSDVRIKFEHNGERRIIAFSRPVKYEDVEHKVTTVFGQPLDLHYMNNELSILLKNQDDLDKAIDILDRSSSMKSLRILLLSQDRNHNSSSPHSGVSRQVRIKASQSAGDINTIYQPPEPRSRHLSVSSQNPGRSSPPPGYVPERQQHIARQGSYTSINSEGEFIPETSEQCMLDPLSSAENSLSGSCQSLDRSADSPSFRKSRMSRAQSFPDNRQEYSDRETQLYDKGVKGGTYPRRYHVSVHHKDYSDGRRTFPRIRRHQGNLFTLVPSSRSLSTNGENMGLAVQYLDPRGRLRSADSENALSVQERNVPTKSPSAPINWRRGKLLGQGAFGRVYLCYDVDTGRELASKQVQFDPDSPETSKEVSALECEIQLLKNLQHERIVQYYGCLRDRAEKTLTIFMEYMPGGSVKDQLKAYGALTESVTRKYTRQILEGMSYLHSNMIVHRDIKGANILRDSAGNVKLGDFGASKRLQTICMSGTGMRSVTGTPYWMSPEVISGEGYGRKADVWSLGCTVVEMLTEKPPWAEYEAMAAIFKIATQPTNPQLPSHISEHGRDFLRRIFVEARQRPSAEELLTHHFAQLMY
Active calls of the source: *; x = not tested or not shown. A portion of the library. The share of hits here may be higher or lower than overall.

1) Cc1cccc(OCc2nnc(SC(C)C(=O)O)n2Cc2ccccc2)c1 (stereo unspecified)
2) O=[N+]([O-])c1ccc(-c2nc(NCc3cccnc3)c3ccccc3n2)cc1
3) CCOc1ccc2[nH]c(=O)c(CN(Cc3nnnn3CCc3ccccc3)CC3CCCO3)cc2c1 (stereo unspecified)
4) COc1cc(C(=O)NCC(c2cccnc2)N2CCN(c3ccccc3)CC2)cc(OC)c1OC (stereo unspecified)
5) Cc1ccc(OCc2cc(C(=O)N3CC4C[C@@H]5CC3C[C@H](C4)C5)no2)cc1C
6) Cc1c(C(=O)Nc2ccc(F)cc2)nnn1-c1cccc(C(F)(F)F)c1

assay / entry	1	2	3	4	5	6
SUMO HTRF inh	13	6	8	-9	-16	-20
GalR3 antag	-6	-8	4	x	-2	1
DNA FID counter	-25	3	-12	-26	-37	-11
CRFBP-R2 agonist	-1.3	1.3	-3.5	1.6	1.6	4.0
MEKK2 WT-MEK5	99	96	96	109	105	91
CRFBP-R2 block	1	-16	-2	-21	-11	-7
MEKK2 mut-MEK5	-8	-6	3	7	5	-4
NS3 helicase inh	18	7	4	-3	-19	-6
MEKK3 PB1 HTS	105	93	102	106	105	99

7) COc1ccc(/C=N/Nc2c(Cl)cc(Cl)cc2Cl)cc1CN1CCOCC1
8) Nc1ccnc(Oc2ccc(F)cc2)c1
9) CCC(=O)c1ccc(O)cc1
10) C=CCC(=O)OCCCCCCOc1ccc(C(=O)O)cc1
11) COC(=O)[C@@H]1Cc2c([nH]c3ccccc23)C(C)N1C(=O)c1ccccc1 (stereo partly specified)
12) Oc1ccc(N2CCN(Cc3nc4ccccc4[nH]3)CC2)cc1

assay / entry	7	8	9	10	11	12
SUMO HTRF inh	3	0	-6	18	0	14
GalR3 antag	0	-11	-4	-4	-7	-11
DNA FID counter	2	-7	-15	-23	-35	-6
CRFBP-R2 agonist	0.0	-1.2	0.9	0.1	-3.0	0.2
MEKK2 WT-MEK5	100	94	97	99	103	102
CRFBP-R2 block	10	8	1	-2	2	11
MEKK2 mut-MEK5	-1	-1	2	0	2	3
NS3 helicase inh	-6	11	1	14	-23	4
MEKK3 PB1 HTS	96	93	96	100	104	104

13) CCN1CCN(C(c2cccs2)C(C)NC(=O)c2ccccc2)CC1 (stereo unspecified)
14) COc1ccc(Nc2nc3ccc(C)cc3cc2C#N)c(OC)c1
15) O=C(COc1ccc(C(=O)c2ccccc2)cc1)NCC(=O)Nc1ccccc1Br
16) Cc1ccc(NC(=O)c2ccco2)c(NC(=O)COc2ccccc2)c1
17) CCOC(=O)Cn1c(=O)n(C2CCCC2)c(=O)c2ccccc21
18) CCc1ccc(-n2c(SCC(=O)N3CCC(C(=O)O)CC3)nnc2-c2ccncc2)cc1
19) Cc1[nH]c2ccccc2c1/C=N/NC(=O)c1cc(C(C)(C)C)[nH]n1
20) COc1cc(CNc2ccc3[nH]c(=O)[nH]c3c2)cc(Cl)c1OCC(=O)NC(C)(C)C
21) COCCCNc1nc2c(c(=O)n(Cc3cccc(Br)c3)c(=O)n2C)n1C

assay / entry	13	14	15	16	17	18	19	20	21
SUMO HTRF inh	-8	16	4	9	17	10	12	22	-4
GalR3 antag	x	2	5	-9	-4	1	-3	0	-10
DNA FID counter	1	-5	-23	-11	-8	-40	-9	-5	-23
CRFBP-R2 agonist	-1.9	3.6	0.9	-0.1	1.4	-0.8	2.1	3.3	0.1
MEKK2 WT-MEK5	96	109	100	104	97	103	83	104	104
CRFBP-R2 block	11	-21	-4	-10	38	0	-11	-9	4
MEKK2 mut-MEK5	2	14	0	3	3	-3	-10	4	4
NS3 helicase inh	-2	6	2	0	3	4	-6	-32	-15
MEKK3 PB1 HTS	99	104	101	103	100	101	80	97	107

An excerpt from above in order of heavy-atom count, smallest number first:
9) CCC(=O)c1ccc(O)cc1
8) Nc1ccnc(Oc2ccc(F)cc2)c1
10) C=CCC(=O)OCCCCCCOc1ccc(C(=O)O)cc1
12) Oc1ccc(N2CCN(Cc3nc4ccccc4[nH]3)CC2)cc1
19) Cc1[nH]c2ccccc2c1/C=N/NC(=O)c1cc(C(C)(C)C)[nH]n1
13) CCN1CCN(C(c2cccs2)C(C)NC(=O)c2ccccc2)CC1 (stereo unspecified)
16) Cc1ccc(NC(=O)c2ccco2)c(NC(=O)COc2ccccc2)c1
1) Cc1cccc(OCc2nnc(SC(C)C(=O)O)n2Cc2ccccc2)c1 (stereo unspecified)

assay / entry	9	8	10	12	19	13	16	1
SUMO HTRF inh	-6	0	18	14	12	-8	9	13
GalR3 antag	-4	-11	-4	-11	-3	x	-9	-6
DNA FID counter	-15	-7	-23	-6	-9	1	-11	-25
CRFBP-R2 agonist	0.9	-1.2	0.1	0.2	2.1	-1.9	-0.1	-1.3
MEKK2 WT-MEK5	97	94	99	102	83	96	104	99
CRFBP-R2 block	1	8	-2	11	-11	11	-10	1
MEKK2 mut-MEK5	2	-1	0	3	-10	2	3	-8
NS3 helicase inh	1	11	14	4	-6	-2	0	18
MEKK3 PB1 HTS	96	93	100	104	80	99	103	105

20) COc1cc(CNc2ccc3[nH]c(=O)[nH]c3c2)cc(Cl)c1OCC(=O)NC(C)(C)C
4) COc1cc(C(=O)NCC(c2cccnc2)N2CCN(c3ccccc3)CC2)cc(OC)c1OC (stereo unspecified)

assay / entry	20	4
SUMO HTRF inh	22	-9
GalR3 antag	0	x
DNA FID counter	-5	-26
CRFBP-R2 agonist	3.3	1.6
MEKK2 WT-MEK5	104	109
CRFBP-R2 block	-9	-21
MEKK2 mut-MEK5	4	7
NS3 helicase inh	-32	-3
MEKK3 PB1 HTS	97	106
